MEP2-GFP yeast – yeast TOR pathway MEP2-GFP modulation. S. cerevisiae MEP2-GFP strain, flow cytometry GFP, 3 h; 100% = DMSO control level. GFP response vs DMSO, % at 10 µM. 330,000 compounds, 0.51% hits. AID 2016;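 active means GFP response versus DMSO above a set limit, roughly screen mean plus 3 SD, cut at about 180% in these data; inconclusive means fewer than 70 cells counted for a yeast strain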;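 further: median GFP fluorescence of the barcode-gated MEP2-GFP cells per well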
CIT2-GFP yeast – yeast TOR pathway CIT2-GFP modulation; S. cerevisiae CIT2-GFP strain, flow cytometry, 3 h; 100 means same as DMSO wells; GFP response vs DMSO, % at 10 µM; AID 2029; 320,000 compounds, 0.065% hits;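 active means GFP response relative to DMSO above a set limit, near the screen mean plus 3 SD, cut at about 150% in these data; inconclusive means Fewer than 70 cells measured for a yeast strain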;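 further: ratio of well median GFP fluorescence to mean of DMSO wells on the plate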
AGP1 TOR yeast – yeast TOR pathway AGP1-GFP modulation; S. cerevisiae AGP1-GFP multiplex flow cytometry, 3 h; GFP as percent of DMSO wells; GFP response vs DMSO, % at 10 µM; 320,000 compounds, 0.02% hits; AID 2066;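 active means GFP response relative to DMSO above a set limit, near screen average plus 3 SD, cut at about 150% in these data; inconclusive means fewer than 70 cells counted for the yeast strain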;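 further: median GFP channel fluorescence of the gated AGP1 strain per well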
Yeast superoxide – yeast age-related superoxide inhibition as caloric restriction mimetic; S. cerevisiae aged cells, superoxide DHE fluorescence; active compounds read low; superoxide response (% of plate mean), % at 10 µM; 330,000 compounds, 0.18% hits;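 active means superoxide response under a set limit, about three screen SD below normal, cut at about 65% in these data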;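 further: yeast aged for seven days with compound at 30 °C before DHE staining; 100% = average MFI of all compound-treated wells on the plate with controls excluded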
Efflux pump mplx – antifungal efflux pump inhibition, Nile Red retention; S. cerevisiae Candida pump triplex; inhibition, % at 10 µM; 330,000 compounds, 0.44% hits;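 active means plate passing quality check with inhibition over a set limit, or well fluorescence over plate mean plus 4 SD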;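 further: Nile Red retained in pooled yeast measured as flow cytometry median fluorescence; 0% = buffer negative control and 100% = Enniatin B positive control; higher means more Nile Red kept so more efflux inhibition; some compounds called inactive have numbers as strong as hits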
RPL19A-GFP yeast – modulators of TOR pathway RPL19A-GFP in S. cerevisiae. S. cerevisiae RPL19A-GFP strain, flow cytometry, 3 h; active compounds read low. 330,000 compounds, 0.3% hits. percent response vs DMSO, % at 10 µM;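 active means percent response vs DMSO below 50%; inconclusive means fewer than 70 events counted for the yeast strain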;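 further: median channel GFP fluorescence of the barcoded RPL19A-GFP strain; ratio of sample median GFP to plate DMSO average so 100% = DMSO; lower means less RPL19A-GFP as with rapamycin TOR inhibition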
LAP4 TOR yeast – alters LAP4-GFP fluorescence in TOR pathway yeast screen; AID 2023; S. cerevisiae LAP4-GFP multiplex, flow cytometry GFP, 3 h; median GFP as percent of DMSO wells; 320,000 compounds, 0.34% hits; GFP response vs DMSO, % at 10 µM;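 active means GFP response vs DMSO above a set limit, about the screen mean plus 3 SD, cut at about 150% in these data; inconclusive means under 70 cell events counted for the yeast strain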
AHR act – activators of human aryl hydrocarbon receptor | P35869 | AHR-responsive luciferase reporter cells, luminescence | activation, % at 5 µM | 320,000 compounds, 2.5% hits | AID 2796; in the data active means activation above about 47%;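 further: 0% = vehicle wells and 100% = reference agonist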
Target sequence (P35869 whole entry, looked up): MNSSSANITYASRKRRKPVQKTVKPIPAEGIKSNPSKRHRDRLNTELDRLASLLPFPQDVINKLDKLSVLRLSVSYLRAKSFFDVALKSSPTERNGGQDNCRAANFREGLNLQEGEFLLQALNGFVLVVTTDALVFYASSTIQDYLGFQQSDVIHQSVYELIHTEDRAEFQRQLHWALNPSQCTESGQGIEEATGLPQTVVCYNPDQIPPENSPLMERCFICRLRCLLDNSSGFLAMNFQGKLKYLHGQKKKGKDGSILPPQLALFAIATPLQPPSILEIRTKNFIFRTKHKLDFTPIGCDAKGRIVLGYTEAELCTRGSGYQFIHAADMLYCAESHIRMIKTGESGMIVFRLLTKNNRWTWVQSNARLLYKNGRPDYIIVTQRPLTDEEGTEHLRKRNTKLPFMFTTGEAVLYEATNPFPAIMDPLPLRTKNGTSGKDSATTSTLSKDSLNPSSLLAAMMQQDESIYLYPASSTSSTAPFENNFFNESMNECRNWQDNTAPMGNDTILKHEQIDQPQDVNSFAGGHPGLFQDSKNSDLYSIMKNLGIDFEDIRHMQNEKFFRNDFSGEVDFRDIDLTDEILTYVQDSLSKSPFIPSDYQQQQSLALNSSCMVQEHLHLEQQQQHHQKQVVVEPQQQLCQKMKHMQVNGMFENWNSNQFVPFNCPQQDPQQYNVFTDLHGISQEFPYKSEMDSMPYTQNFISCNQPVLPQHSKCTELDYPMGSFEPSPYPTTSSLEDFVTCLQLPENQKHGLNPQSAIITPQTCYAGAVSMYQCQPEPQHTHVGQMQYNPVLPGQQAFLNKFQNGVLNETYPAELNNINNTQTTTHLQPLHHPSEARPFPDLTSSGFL
An asterisk follows results filed as active; ? = inconclusive; . = no result given; [ ] = another dose, or the depositor's remark.

SMILES	MEP2-GFP yeast	CIT2-GFP yeast	AGP1 TOR yeast	Yeast superoxide	Efflux pump mplx	RPL19A-GFP yeast	LAP4 TOR yeast	AHR act
O=C1CC(c2ccccc2)CC(O)=C1C=Nc1cccc(Cl)c1 (configuration not stated)	83	76	85	86	0.0	94	131	48*
CC(=O)N1CCCc2ccc(NS(=O)(=O)c3ccccc3)cc21	97	82	106	97	0.4	101	99	12
O=C(NNC(=O)c1cccc(Br)c1)Nc1ccc(Cl)cc1	101	97	98	109	0.0	97	101	2
Cc1nc(NC(=O)c2ccco2)sc1-c1csc(Nc2ccc(Cl)cc2)n1	90	92	86	109	0.1	102	106	75*
Cc1cc(/C=c2/sc3nc4ccccc4n3c2=O)c(C)n1-c1ccccn1	105	106	104	96	0.6	.	107	-12
O=C(c1ccc(S(=O)(=O)N2CCOCC2)cc1)N1CCCc2ccccc21	106	.	104	106	0.1	107	94	10
O=C(NC1CCCCCC1)C1c2ccccc2C(=O)N1CCCN1CCOCC1 (configuration not stated)	95	94	90	82	-0.2	91	93	1
CCC(C)[C@H](NC(=O)[C@H](Cc1ccccc1)n1c(=O)[nH]c2ccccc2c1=O)C(=O)N1CCC(C(=O)O)CC1 (some centres not stated)	103	95	100	143	0.4	98	99	0
N/C(=N\OC(=O)CCC1CCCC1)c1ccc(Br)cc1	102	99	73	93	-0.2	106	86	-2
COc1cc(C=O)ccc1Oc1nnnn1-c1ccc(C(N)=O)cc1	107	113	112	114	0.1	112	100	1
CCOc1ccc(-c2csc(NNC3=NCCCCC3)n2)cc1	99	102	107	103	-0.2	95	103	18
FCCCOc1ccc(/C=N/OCc2c(Cl)cccc2Cl)cc1	102	100	105	95	-0.1	100	109	-1
COc1cccc2sc(Nc3nnc(-c4ccc(F)cc4)o3)nc12	97	92	86	93	0.0	97	107	66*
Cc1c(NC(=O)CC2CC(C)OC2=O)c(=O)n(-c2ccccc2)n1C (configuration not stated)	89	89	91	88	0.1	93	96	3
Cc1cc(N)n(-c2ccccc2C)n1	69	102	90	102	-0.1	98	106	0
COc1ccc(N(CC(=O)Nc2ccc(C)c(C)c2)S(=O)(=O)c2c(C)n[nH]c2C)cc1	108	104	110	107	-0.1	108	102	9
CC(=O)CSc1nnc(-c2ccco2)n1-c1ccccc1	104	99	100	91	0.1	106	99	4
COc1ccc(S(=O)(=O)NC(CC(=O)NCc2ccc3c(c2)OCO3)c2ccco2)cc1 (configuration not stated)	91	120	95	87	-0.1	.	99	2
COc1ccc(-c2cc3nc(CCl)[nH]c(=O)c3s2)cc1	102	105	93	87	-0.1	106	95	12
CCOc1ccccc1Nc1nnc(C)c(=O)[nH]1	101	101	96	99	0.1	98	93	5
c1ccc(Sc2nc(N3CCCCC3)nc(N3CCCCC3)n2)nc1	95	75	88	94	0.1	96	103	6
Cc1cc(C)c2nc(N3CCC(C(=O)NCCCN4CCCCC4)CC3)sc2c1	105	101	99	108	0.0	101	101	0
CCOc1ccc(-n2c(=S)sc3c(=O)n(-c4ccccc4)c(SC)nc32)cc1	106	98	94	111	0.2	108	90	3
O=C(COc1ccccc1Cl)Nc1ccc2c(c1)OCCO2	96	96	87	136	0.0	93	101	-3
Cc1ccc(-c2nnn(CC(=O)N(Cc3cccs3)C(C(=O)NC3CCCCC3)c3ccco3)n2)o1 (configuration not stated)	100	99	96	110	0.0	97	93	4

Quoted at random: two compounds from above, in no set order.
SMILES	MEP2-GFP yeast	CIT2-GFP yeast	AGP1 TOR yeast	Yeast superoxide	Efflux pump mplx	RPL19A-GFP yeast	LAP4 TOR yeast	AHR act
O=C(NC1CCCCCC1)C1c2ccccc2C(=O)N1CCCN1CCOCC1 (configuration not stated)	95	94	90	82	-0.2	91	93	1
CCOc1ccccc1Nc1nnc(C)c(=O)[nH]1	101	101	96	99	0.1	98	93	5

Following part
SMILES	MEP2-GFP yeast	CIT2-GFP yeast	AGP1 TOR yeast	Yeast superoxide	Efflux pump mplx	RPL19A-GFP yeast	LAP4 TOR yeast	AHR act
COc1ccc(OCCC(=O)Nc2cc(C)on2)cc1	100	99	101	103	0.1	98	105	1
CC(=O)C1C(c2ccc(Cl)cc2)c2c(noc2C)CC1(C)O (configuration not stated)	106	116	133	102	-0.1	103	132	-4
COC(=O)c1cccc(C(=O)N2CCC(CO)(CCc3ccccc3)CC2)c1	98	105	104	92	0.0	98	101	0
O=C(Cc1cccc([N+](=O)[O-])c1)Nc1cccc(C(=O)N2CCCCC2)c1	99	93	98	105	-0.4	100	100	-2
NC(=O)c1c(NC(=O)c2ccccc2Cl)sc2c1CCC2	101	89	81	104	0.1	97	94	35
CN(C)S(=O)(=O)c1ccc(C(=O)NCc2ccccc2)cc1	104	98	103	104	0.1	99	100	2
CCc1cc(C(=O)NNC(=S)Nc2cc(C)ccc2C)cs1	102	110	109	88	-0.1	103	105	-1
COc1ccc(Cl)cc1NC(=O)CN(C)C(=O)CSc1ccc2c(c1)OCCO2	93	84	94	108	0.1	93	99	4
CC(C)Oc1ccc(N2CC(C(=O)Nc3ccccc3C(=O)NC3CC3)CC2=O)cc1 (configuration not stated)	96	106	110	90	-0.1	97	100	4
COc1cc(/C=C2/SC(=S)N(c3ccccc3)C2=O)ccc1Oc1nc(N2CCOCC2)nc(N2CCOCC2)n1	88	87	96	106	0.4	96	92	0
O=C(O)C1CCN1C1CCCCC1 (configuration not stated)	101	110	100	107	-0.1	98	102	-2
Cc1ccc(NC(=O)CN(C)C(=O)c2cc3ccccc3o2)cc1	95	.	92	91	-0.1	89	101	0
CCC(C)Nc1cc(C)c(C#N)c2nc3ccccc3n12 (configuration not stated)	103	103	101	103	-0.1	100	92	1
Cc1cc2nc(CCN(C(=S)NCC3CCCO3)C3CCCC3)[nH]c2cc1C (configuration not stated)	99	81	94	91	-0.1	92	111	27
CNC(=O)Nc1cc(C(C)(C)C)no1	107	113	108	97	0.0	102	104	1
NC(=O)Cn1c(=O)n(CCC(=O)NCCSCc2ccccc2)c(=O)c2ccccc21	101	99	100	93	0.0	96	99	0
Cc1cccc2sc(NC(=O)CCNS(=O)(=O)c3cccc4nonc34)nc12	109	104	102	105	0.0	102	108	10
O=C(OCc1cn(-c2ccc(Cl)c(Cl)c2)nn1)c1ccccc1	106	91	98	116	0.1	102	98	-2
CC1=C(C(=O)N2CCOCC2)C(c2ccccc2F)NC(=O)N1 (configuration not stated)	103	105	110	98	-0.1	99	102	-1
Cc1cccc(CC(=O)OCn2nnc3ccccc3c2=O)c1	94	96	103	97	-0.1	99	125	0
CC(CC(=O)NCc1cccnc1)c1ccccc1 (configuration not stated)	100	104	108	98	-0.1	99	102	0
CNS(=O)(=O)c1ccc(C(=O)NCC(=O)NCCc2ccc3c(c2)OCCO3)cc1	101	96	98	111	0.4	103	97	-1
CCCCCCCCCCCCCCCC[N+](C)(C)CC	91	73	78	74	1.8*	95	135	-3
Cc1ccccc1NC(=O)c1ccno1	108	101	97	102	0.1	99	94	-3
CCOc1ccc2nc(NCCNS(=O)(=O)c3ccccc3)c(C#N)cc2c1	104	110	104	100	-0.1	103	96	8

Continued; the last 2 above are carried over.
SMILES	MEP2-GFP yeast	CIT2-GFP yeast	AGP1 TOR yeast	Yeast superoxide	Efflux pump mplx	RPL19A-GFP yeast	LAP4 TOR yeast	AHR act
Cc1ccccc1NC(=O)c1ccno1	108	101	97	102	0.1	99	94	-3
CCOc1ccc2nc(NCCNS(=O)(=O)c3ccccc3)c(C#N)cc2c1	104	110	104	100	-0.1	103	96	8
CN1c2ccccc2C(=O)/C(=C\Nc2ncccn2)S1(=O)=O	91	81	89	98	0.1	92	102	-1
Cc1ccc(CC(=O)N2CC(C)OC(C)C2)cc1 (configuration not stated)	98	97	103	106	-0.1	101	.	0
Cc1ccc(S(=O)(=O)N(CC(=O)NCCSCc2ccco2)c2cc(C)ccc2C)cc1	111	94	92	110	0.1	92	.	4
Clc1cccc(-c2nn3c(Cn4cnc5ccccc54)nnc3s2)c1	102	99	114	89	-0.1	98	107	13
CCN(CCNC(=O)c1cccc(N2CCCC2=O)c1)c1ccccc1	96	92	93	98	0.0	89	98	12
COc1ccc(Nc2nc(N)nc(CSC(=S)N3CCN(c4ccccc4)CC3)n2)cc1	103	105	106	82	1.1	87	120	15
CC(C)Oc1snc(Cl)c1C(N)=O	101	94	99	106	0.1	94	88	-2
N#CC(C(=O)NCCc1ccccc1)c1nc2ccccc2nc1N1CCOCC1 (configuration not stated)	110	101	97	92	0.1	98	108	0
CS(=O)(=O)c1ccc(C(=O)N(CCc2ccccc2)Cc2ccccc2)cc1	97	100	101	100	-0.5	99	106	-2
COc1ccc(N(CC(=O)Nc2ccccc2OC)S(=O)(=O)c2ccc(NC(C)=O)cc2)cc1	98	115	106	106	0.3	107	82	10
Cc1ccc(CSc2nnc(SCC(=O)N/N=C/C=C/c3ccccc3[N+](=O)[O-])s2)cc1	107	106	105	97	0.0	111	100	-2
Cc1ccc(CNC(=O)COc2ccc(S(=O)(=O)N3CCOCC3)cc2)cc1	104	101	109	99	0.0	100	103	0
C#CCNC(=O)C1=C[C@H](c2ccc(Br)cc2)[C@@H](CCCO)[C@H](OCC)O1	94	88	89	101	-0.2	100	103	0
Cc1cccn2cc(CNS(=O)(=O)c3cccc(F)c3)nc12	101	109	96	108	-0.1	99	97	4
O=c1[nH]cc(COCC(F)CCl)c(=O)[nH]1 (configuration not stated)	95	95	101	99	-0.2	96	92	-2
CN(CC(=O)Nc1sccc1C#N)Cc1ccccc1	101	102	104	99	0.0	98	102	3
c1ccc2c(-c3nnc4n3CCCCC4)c[nH]c2c1	101	107	104	93	0.0	97	96	-1
Cc1noc(C)c1C(=O)N1CCC(Cc2ccccc2)CC1	101	.	104	103	0.0	104	99	-4
O=C(C1COc2ccccc2O1)N1CCN(S(=O)(=O)c2cc(F)ccc2F)CC1 (configuration not stated)	99	95	95	98	-0.1	93	94	-3
NC1(C#Cc2ccc3oc(=O)c(-n4cc(-c5ccsc5)nn4)cc3c2)CCCCC1	96	104	89	88	-0.1	101	96	-3
CSc1ccccc1NC(=O)c1ccncc1	98[may fluoresce red and violet]	?	83[may fluoresce red and violet]	85	-0.1	?	87[may fluoresce red and violet]	7
COc1ccccc1OCCNC(=O)c1ccc2c(c1)OCCO2	98	88	97	100	0.0	90	93	25
O=C(NCc1ccccc1Cl)c1cc([N+](=O)[O-])ccc1Cl	107	114	104	123	0.2	107	80	1
Cc1cc(Nc2ccc(O)cc2)n2c(nc3ccccc32)c1C#N	99	95	101	97	-0.1	98	98	0
COC(=O)c1ccc(-n2c(CCC(=O)O)ccc2-c2ccc(C)cc2)cc1	82	84	79	110	-0.1	90	81	3
Continued:
SMILES	MEP2-GFP yeast	CIT2-GFP yeast	AGP1 TOR yeast	Yeast superoxide	Efflux pump mplx	RPL19A-GFP yeast	LAP4 TOR yeast	AHR act
COC(=O)c1sccc1-c1ccc(C(=O)Nc2cccc(Cl)c2)o1	99	86	96	101	0.1	97	94	104*
O=C(Nc1ccc2c(c1)nc1n2CCN(C2CCCCC2)C1)NC1CCCCC1	99	90	95	126	1.0	96	96	0
CCCCCN(C(=O)CCC(=O)OCc1ccccc1Cl)c1c(N)n(CCCC)c(=O)[nH]c1=O	96	92	92	60*	0.0	95	92	0
CN1C(=O)/C(=C/c2ccccc2F)Sc2ccc(C(=O)NCC3CCCO3)cc21 (configuration not stated)	100	94	97	108	0.2	99	100	4
Cc1ccc(N2CC(C(=O)Nc3nnc(SCc4cccnc4)s3)CC2=O)cc1 (configuration not stated)	105	104	109	97	0.0	99	113	-1
O=C(Nc1nccs1)C1=COCCO1	106	113	105	92	-0.1	102	91	2
O=C(COc1ccc(Br)cc1)Nc1cc(S(=O)(=O)N2CCCCC2)ccc1N1CCCCC1	76	111	104	101	0.8	110	90	-4

Assay outcomes deposited in PubChem by several laboratories.
